ABCB1 inh – inhibitors of human ABCB1 transporter, ABCG2 counter-screen; P08183; CCRF-Adr cells, JC-1 efflux, flow cytometry; inhibition, % at 6.6 µM; 0.067% of 190,000 active; in the data active = inhibition above about 40%;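 also: 0% = vehicle and 100% = reference inhibitor; higher value means more JC-1 retained so stronger ABCB1 efflux block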
ABCG2 block – human ABCG2 inhibition, ABCB1 as counter-screen; AID 1325; 0.1% of 190,000 active; inhibition, % at 6.6 µM; IgMXP3 cells, JC-1 efflux, flow cytometry;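 active = inhibition above 80%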;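 also: 0% = DMSO and 100% = nicardipine control wells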
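Incubation: cells with compound and JC-1, 10 min at 25 °C, rotating, no wash / Test system: IgMXP3 (ABCG2) plus far-red-tagged CCRF-Adr (ABCB1) cells / Compound dosing: one concentration, 6.6 µM final / Also added: JC-1 fluorescent substrate / Evaluation: efflux inhibition in percent versus controls / Detection: flow cytometry, 530 nm JC-1 signal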
Bim-Bfl-1 – disrupts Bim binding to human Bfl-1. AID 1008. inhibition, % at 10 µM. Bead-based flow cytometry, Bim-Bfl-1 binding inhibition. Q16548. 0.12% of 190,000 active;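 also: 0% = wells without compound plus tracer and 100% = blocker peptide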
Bcl-2 Bim block – inhibitors of Bim-Bcl-2 interaction, human | P10415 | Bead-based flow cytometry, Bim peptide-Bcl-2 binding | inhibition, % at 10 µM | 0.06% of 190,000 active | AID 950; in the data active = inhibition above about 40%; inconclusive = no clear call, values can overlap the other calls;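 also: 0% = no compound wells with probe peptide and 100% = reference peptide inhibitor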
Bim-Bcl-W – human Bim-Bcl-W interaction inhibition | bead-based flow cytometry, Bim peptide-Bcl-W binding | inhibition, % at 10 µM | 0.02% of 190,000 active | Q92843;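 also: 0% = bound tracer without compound and 100% = peptide blocker; higher means less fluorescent Bim peptide bound to Bcl-W beads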
RGS7-Gao reg – human RGS7-Galphao interaction regulation; AID 1439; binding response (% of control), % at 10 µM; 0.35% of 220,000 active; Multiplexed bead flow cytometry, RGS7-Galphao binding; actives lie on both sides; P09471; in the data active = binding response below about 49% or above about 150%; inconclusive = no clear call, values can overlap the other calls; inactive = in between;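 also: fluorescent Galphao held in activated GDP-AlF4 state binding bead-coupled RGS7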
Target sequence (P09471 whole entry, looked up): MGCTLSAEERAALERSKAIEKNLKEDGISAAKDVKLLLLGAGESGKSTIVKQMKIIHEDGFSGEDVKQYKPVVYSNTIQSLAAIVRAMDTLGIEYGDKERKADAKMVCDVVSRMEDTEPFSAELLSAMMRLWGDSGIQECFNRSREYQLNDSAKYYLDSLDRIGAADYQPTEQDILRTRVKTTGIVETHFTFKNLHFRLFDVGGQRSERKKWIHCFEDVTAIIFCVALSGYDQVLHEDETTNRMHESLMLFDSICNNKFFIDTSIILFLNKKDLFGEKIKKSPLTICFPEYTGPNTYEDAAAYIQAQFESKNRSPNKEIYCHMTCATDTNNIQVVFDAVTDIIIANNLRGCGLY
Avidin bead fluor – compound fluoresces at 488/530 nm on avidin beads. AID 1775. fluorescence (KMESF) at 10 µM. compound fluorescence 488/530 nm, flow cytometry; active compounds read high. 0.38% of 220,000 active; in the data active = fluorescence above about 47; also: inactives centre near 10
GSH fluor – GSH bead compound fluorescence profile. GSH beads flow cytometry, compound fluorescence 488/530 nm; active compounds read high. fluorescence (KMESF) at 10 µM. 0.25% of 190,000 active. AID 1776; in the data active = fluorescence above about 89;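 also: glutathione beads carrying GST-tagged Bcl family fusion proteins plus one bare bead set; values are compound well signal with DMSO vehicle wells as background; inactives centre near 16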
Bim-Bcl-XL – disrupts Bim peptide binding to human Bcl-XL; Q07817; bead flow cytometry, fluorescence; inhibition, % at 10 µM; 0.04% of 190,000 active; AID 1007
Target sequence (Q07817 whole entry, looked up): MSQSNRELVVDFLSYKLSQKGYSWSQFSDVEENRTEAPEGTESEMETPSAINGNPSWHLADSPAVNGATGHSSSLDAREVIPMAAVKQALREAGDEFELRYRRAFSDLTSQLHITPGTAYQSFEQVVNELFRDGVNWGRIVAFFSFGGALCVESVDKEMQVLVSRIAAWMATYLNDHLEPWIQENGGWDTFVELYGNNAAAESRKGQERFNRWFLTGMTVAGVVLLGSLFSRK
RGS4-Gao reg – human RGS4-Galphao interaction regulation. Multiplexed bead flow cytometry, RGS4-Galphao binding; actives lie on both sides. P09471. AID 1415. 0.33% of 220,000 active. binding response (% of control), % at 10 µM; in the data active = binding response below about 49% or above about 150%; inactive = in between;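 also: fluorescent Galphao activated with aluminum fluoride binding bead-coupled RGS4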
Bcl-B Bim block – inhibitors of Bim-Bcl-B interaction, human; inhibition, % at 10 µM; 0.073% of 190,000 active; bead-based flow cytometry, Bim peptide-Bcl-B binding; Q9HD36;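 also: 0% = tracer peptide without compound and 100% = reference inhibitor peptide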
Target sequence (Q9HD36 whole entry, looked up): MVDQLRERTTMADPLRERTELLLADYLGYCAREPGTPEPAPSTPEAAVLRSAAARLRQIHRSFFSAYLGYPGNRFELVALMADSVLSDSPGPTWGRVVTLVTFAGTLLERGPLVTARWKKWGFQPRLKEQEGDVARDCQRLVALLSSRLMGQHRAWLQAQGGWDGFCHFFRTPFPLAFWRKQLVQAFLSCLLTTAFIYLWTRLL
Active calls of the source: *; ? = inconclusive. Rule as the data show it, unless noted: active = inhibition above about 40%.

The line under a structure holds: RGS7-Gao reg, Bim-Bcl-W, Bim-Bcl-XL, Avidin bead fluor, RGS4-Gao reg, GSH fluor, ABCB1 inh, ABCG2 block, Bcl-B Bim block, Bcl-2 Bim block, Bim-Bfl-1
O=C(CNc1cccc2ccccc12)N/N=C/C(Br)=C/c1ccccc1
 : 103, 2, 0, 25, 97, 8, -0.6, -1, 0, -2, 1
O=C(NN1C(=O)C2C3C=CC(C3)C2C1=O)c1ccncc1 (stereo not given)
 : 97, -2, -3, 21, 100, 15, -0.1, -1, -5, -10, -10
Cc1ccccc1OCCNc1cc(N2CCCCC2)ccc1[N+](=O)[O-]
 : 90, 0, -7, 10, 88, 26, 1.1, 9, -8, -10, -10
CN(C)CCCN(CCCNC(=O)/C=N/O)Cc1ccccc1
 : 102, -7, -8, 14, 105, 13, -0.2, 0, -10, -4, -7
Cc1cc(C)cc(NC(=O)CCn2cnc3cc(C)c(C)cc32)c1
 : 111, 5, 0, 8, 106, 13, 0.6, 13, 5, 0, 3
NC(=O)C1(N2CCCCC2)CCN(C(=S)NC2CCCC2)CC1
 : ?, 0, -1, 12, 98, 15, 0.6, 25, -9, -3, -5
O=C(c1ccccc1)c1cnc2ccc(Cl)cc2c1N1CCOCC1
 : ?, 0, -2, 9, 100, 15, 1.7, 10, -1, 0, -2
CCOC(=O)c1c(-c2ccccc2)csc1/N=C/C1C(=O)CCCC1=O
 : 96, 13, 18, 13, 96, 7, -0.5, -3, 16, 20, 22
CN(C)C(=O)c1cccn1-c1ncc(C(F)(F)F)cc1Cl
 : 102, -4, -5, 9, 101, 19, -0.1, 0, 0, -2, -4
CC(=O)N1CCc2cc(S(=O)(=O)CCC(=O)NCc3ccco3)ccc21
 : 100, -2, -3, 24, 103, 11, 0.1, 0, -9, -5, -11
COc1ccc(OC)c(NC(=O)Cc2coc3ccc(C)cc23)c1
 : 98, -4, 0, 17, 98, 22, 0.7, 5, 1, -4, -2
COc1ccc(OC)c(NC(=O)CN(C)S(=O)(=O)c2ccc(Cl)cc2)c1
 : ?, -7, -6, 10, 95, 18, 1.0, 26, -9, -7, -8
CCCCC1CCC(/C(N)=N/O)CC1 (stereo not given)
 : 100, 0, 2, 4, 98, 29, -0.1, 0, -6, -2, -9
COc1cccc(CNC(=O)c2n[nH]c3ccccc23)c1
 : ?, 1, 0, 10, 99, 28, 0.2, 4, -2, 0, -1
O=C(Nc1ccccc1-c1ccccc1)c1cccs1
 : 103, 0, -3, 6, 102, 23, 1.2, 10, 0, 0, -3
S=C(NCCc1ccccc1)NCc1cccs1
 : 95, -2, -3, 8, 97, 5, -1.0, 1, -7, 0, -2
O=C(O)CCn1c2c(c3ccccc31)CCCC2
 : 108, 5, -2, 8, 102, 10, 0.1, 0, -2, -1, -2
CCOP(=O)(OCC)/C(=C/N1CCCCC1)NC(=O)c1ccccc1
 : 99, -1, -5, 10, 99, 12, 2.0, 3, 0, 0, -4
COc1ccc(C(=O)/C=C/c2ccccc2C(F)(F)F)cc1
 : 90, -2, 9, 11, 91, 34, 1.0, 29, -7, -10, -10
Cc1occc1-c1nnc(SCC(=O)N2CCOCC2)o1
 : 101, 1, 7, 5, 99, 47, -0.1, 0, -7, -8, -12

Next part; the last 3 above are carried over.
The line under a structure holds: RGS7-Gao reg, Bim-Bcl-W, Bim-Bcl-XL, Avidin bead fluor, RGS4-Gao reg, GSH fluor, ABCB1 inh, ABCG2 block, Bcl-B Bim block, Bcl-2 Bim block, Bim-Bfl-1
CCOP(=O)(OCC)/C(=C/N1CCCCC1)NC(=O)c1ccccc1
 : 99, -1, -5, 10, 99, 12, 2.0, 3, 0, 0, -4
COc1ccc(C(=O)/C=C/c2ccccc2C(F)(F)F)cc1
 : 90, -2, 9, 11, 91, 34, 1.0, 29, -7, -10, -10
Cc1occc1-c1nnc(SCC(=O)N2CCOCC2)o1
 : 101, 1, 7, 5, 99, 47, -0.1, 0, -7, -8, -12
Cc1ccc2oc(-c3ccccc3)nc2c1
 : 101, -2, 4, 35, 101, 10, 0.0, 0, 0, -3, -3
O=C(COC(=O)CSc1ccc2ccccc2c1)NC1CCCC1
 : 109, -6, -11, 17, 101, 20, 0.3, 2, -13, -10, -15
COc1ccc(-n2c(SCC(=O)NC3CCCCC3)nc3ccsc3c2=O)cc1
 : 101, 1, -5, 25, 99, 23, 1.8, 10, -3, -10, -16
CC1(C)Cc2c(sc3ncn4nc(CCC(=O)O)c(=O)nc4c23)CO1
 : 98, -1, -7, 34, 98, 19, 1.2, 19, -6, -7, -14
CCOC(=O)c1sc(NC(=O)CSc2n[nH]c(C)n2)nc1C
 : 100, 0, -3, 9, 100, 22, -0.2, 0, -3, -1, -7
Nc1ccc(Oc2ccc3c(c2)OCO3)cc1
 : 100, 0, -3, 25, 99, 60, 0.2, 1, -7, -4, -7
N#CNC(=Nc1ccccc1)SCc1ccc(C(=O)O)cc1
 : 102, -2, -2, 10, 98, 17, 0.3, 0, -1, -4, -4
Cc1nc(-c2ccc(NC(=O)c3ccccc3C)cc2)cs1
 : 93, -5, -6, 2, 95, 10, -0.1, 2, -2, -6, -7
O=C(NCCN1CCCC1)C1COc2ccccc2O1 (stereo not given)
 : 98, -5, -7, 25, 100, 15, 0.0, 0, -12, -9, -8
COc1ccccc1CN1C(=O)CCC1(C)C(=O)NC1CCCCCC1 (stereo not given)
 : 102, 0, -10, 10, 98, 22, 1.5, 5, -8, -6, -14
CN(C(=O)/C=C/c1ccccc1)C1CCS(=O)(=O)C1 (stereo not given)
 : 105, 6, 8, 4, 106, 8, 0.4, 3, 7, 6, 15
Cc1cc(C(C)(C)C)cc(C)c1N
 : 100, 17, 28, 6, 98, 6, -0.1, 1, 19, 19, 29
COC(=O)C1=C(N)OC2=C(C(=O)CC(C)(C)C2)C1c1cccnc1 (stereo not given)
 : 92, 4, -7, 7, 90, 57, 0.0, 0, -32, -14, -11
CCOC(=O)N1CCN(C(=O)c2cn(CC)c3cc(N4CCN(C)CC4)c(F)cc3c2=O)CC1
 : 98, -1, -8, 32, 104, 18, 0.4, 12, -5, -9, -15
O=C(CO/N=C/c1ccc(OC(F)F)cc1)NC1CCCCC1
 : 96, -1, -2, 10, 95, 14, 0.1, 11, -2, -4, -8
COc1ccccc1Nc1ccc(Nc2ccccc2OC)nn1
 : 88, -4, -14, 15, 99, 18, -0.3, 1, -13, -5, -12
CC(C)(C)n1ncc2c(=O)n(CC(=O)Nc3ccc(Cl)cc3)cnc21
 : 104, -2, -7, 28, 98, 22, 0.6, 7, -9, -11, -21
Cc1nn(C)c(C)c1/C=C/C(=O)c1ccc(Cl)cc1Cl
 : 106, -2, -1, 9, 101, 15, -1.4, 35, -6, -5, -3
COC(=O)C1=C(C)NC(=O)NC1/C=C/c1ccccc1 (stereo not given)
 : 100, 2, 1, 11, 102, 49, 0.2, 1, -9, -8, -14
COc1cc(-c2nnc(SCC(=O)N(Cc3ccccc3)C(C)(C)C)o2)cc(OC)c1OC
 : 93, -2, -5, 16, 92, 21, -1.7, 0, -4, -2, -4
O=C1/C(=C/c2ccccc2)SC(=S)N1N1C(=O)C2CC2C1=O (stereo not given)
 : ?, -2, -1, 9, 108, 10, -0.1, 0, -13, -1, 0
O=c1c2ccccc2nc2n1C(CSc1ccc(F)cc1)CN2 (stereo not given)
 : 100, 0, 0, 10, 99, 9, 0.8, 4, 0, 2, -1
Cn1nc(CC(=O)Nc2ccc3c(c2)CCC3)c2ccccc2c1=O
 : 103, 3, 0, 22, 100, 11, -0.2, 1, 0, -1, 0
CCC(C)c1ccc(NC(=O)CN(C)CC(=O)Nc2cccc(OC)c2)cc1 (stereo not given)
 : ?, -1, -3, 8, 100, 16, 0.8, -1, -1, -3, -5
COc1ccc(C(C)NC(=O)c2ccoc2C)cc1OC (stereo not given)
 : 102, 0, -5, 7, 99, 25, -0.4, -1, -7, -7, -8
O=C(Nc1nc2c(s1)CCCC2=O)c1cnccn1
 : 96, -1, 14, 8, 99, 269*, -0.2, 0, -7, -3, -11
CN(C)c1ccc(/C=N\NC(=O)c2csnn2)cc1
 : 100, 0, -1, 10, 102, 10, -0.5, -1, 1, 2, 0
COc1ccc(N(C(C)C(=O)N/N=C/c2cccnc2)S(C)(=O)=O)cc1 (stereo not given)
 : 95, -3, -2, 7, 101, 10, -0.2, -1, -3, 0, -1
COc1ccc(NC(=O)ON=C2c3ccccc3-c3ccccc32)cc1
 : 99, -1, -4, 10, 102, 26, -2.7, 8, -8, -6, -10
O=C(NC(N1CCOCC1)C(Cl)(Cl)Cl)c1ccccc1Cl (stereo not given)
 : ?, 0, -4, 9, 98, 16, -0.2, -1, -2, -2, -7
COc1cc(CN2C(=O)C(NC(=O)c3ccco3)(C(F)(F)F)C3=C2CC(C)(C)CC3=O)cc(OC)c1 (stereo not given)
 : 99, 3, -1, 8, 100, 16, 3.8, 5, -6, -9, -8
Oc1ccccc1C1=Nc2ccccc2N=C(c2cccs2)C1
 : 103, 1, -3, 8, 103, 13, 0.3, 5, -5, -4, -4
CCCCN(CC)CCNC(=O)CN(C)S(=O)(=O)c1ccc2c(c1)c(=O)n(C)c(=O)n2C
 : 103, -2, -1, 7, 101, 11, -0.3, -1, -7, -8, -9
O=C(O)c1ccc(/C=N/NC(=O)c2ccc(Br)cc2)cc1
 : 95, -5, -10, 13, 94, 8, 0.3, 8, -10, -6, -9
CCc1cc2cc3c(cc2nc1SCC(=O)Nc1cc(C)on1)OCO3
 : 101, -3, -2, 3, 93, 22, 0.2, 1, -5, -6, -12
Cc1sc2ncnc(Sc3ccccc3C(=O)Nc3ccc(C#N)cc3)c2c1C
 : 101, -1, 0, 12, 99, 14, 1.8, 2, -4, -2, -11
